Screening data as filed in PubChem.
RORgamma inh: ROR gamma (mouse) transcription inhibition | P51450 | Drosophila S2 Gal4-RORgamma UAS-luciferase reporter, 20 h | Potency, µM (highest dose often 53.6 µM), inactives show top-dose activity change, negative = inhibition, hits mostly inhibitors | hit rate 5.4% among 310,000 | AID 2551; note: potency is the fitted concentration of half-maximal effect; % is set by controls: 0 for no effect and ±100 for the full control effect; nearly all actives have a fitted effect of over 60% in size
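Schneider cells (Drosophila), stable Gal4 DBD–ROR gamma + UAS-luc; 1 hr cmpd preincubation; Cu2+ induction 700 uM final; 20 hr ambient; luminescence.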
KCNH2 3.1 block: blocks the human KCNH2 3.1 channel isoform. U2OS KCNH2 3.1, thallium flux FluxOr; stronger effect = lower value. activity change, % (tested at about 1.8 µM). hit rate 0.95% among 340,000. AID 720553;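 active = maximum activity change below -70%; inconclusive = maximum activity change from -70% to -50%; inactive = maximum activity change above -50%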;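 note: thallium influx rate constant from kinetic fluorescence after stimulation buffer; % is set by controls: 0 for no effect and ±100 for the full control effect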
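U2OS cells transduced with KCNH2 3.1 mutant virus (1.77 x 10^8 /mL, 4 h), plated overnight at 37 C, loaded 45 min with FluxOr dye plus Red40 quencher. Thallium flux rate constant from kinetic reads after stimulation buffer, normalised to controls.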
FLuc modulator: firefly luciferase modulation, counter-screen for miR-21 project | AID 588342 | hit rate 6.9% among 360,000 | Potency, µM (titrated, usually from 57.5 µM), without a hit: at the top dose activity change, negative = inhibition, usual class: inhibitors | P08659 | purified FLuc, Km substrates, luminescence inhibition;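 note: potency is the fitted concentration of half-maximal effect; plate controls were vehicle for no effect and reference inhibitor for full effect; nearly all actives have a fitted effect of over 55% in size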
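Purified P. pyralis luciferase, 10 nM final, with Km-level 10 uM D-luciferin and 10 uM ATP in 50 mM Tris acetate pH 7.5, 10 mM Mg acetate, 0.01% Tween-20, 0.05% BSA; 6-point qHTS titration about 60 µM downward; luminescence read.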
Gal4-VP16 FLuc: inhibits Gal4-VP16 luciferase reporter, ROR gamma counter-screen; Drosophila S2 Gal4-VP16 UAS-luciferase, luminescence, 20 h; Potency, µM (highest dose often 53.6 µM), for inactives: at the highest dose activity, negative = inhibition, hits mostly inhibitors; hit rate 3.5% among 310,000; AID 2546;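 note: Gal4-VP16 expression switched on by copper sulfate through the metallothionein promoter; potency is the fitted concentration of half-maximal effect; % is set by controls: 0 for no effect and ±100 for the full control effect; nearly all actives have a fitted effect of over 50% in size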
ELG1 repair inh: inhibitors of ELG1-dependent DNA repair in HEK293T cells; HEK293T ELG1-luciferase reporter, luminescence, 16 h; DNA damage induced by 5-fluorouridine; Potency, µM (doses to about 46.1 µM), for the others: top-dose activity change, negative = inhibition, actives largely listed as inhibitors; hit rate 2.3% among 330,000; AID 504467; note: potency is the fitted concentration of half-maximal effect; % is set by controls: 0 for no effect and ±100 for the full control effect; nearly all actives have a fitted effect of over 55% in size
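Step one: seed 2,000 cells per well. Step two: pin-transfer compound or DMSO alongside 5-fluorouridine. Step three: incubate 16 hr, 37 °C, 5% CO2. Step four: add ONE-Glo, wait 30 min, read luminescence.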
Rab9 prom act: Rab9 promoter activation; Huh7 Rab9 promoter-luciferase reporter, luminescence, 24 h; hit rate 2.8% among 320,000; Potency, µM (series often up to 9.22 µM), inactives show top-dose activation, negative = inhibition, most hits filed as activators; note: potency is the fitted concentration of half-maximal effect; % of control where 0% means no effect; nearly all actives have a fitted effect of over 60% in size
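Huh7 reporter line, Rab9 promoter upstream of luciferase. Compound exposure 24 h at 37 °C in reduced-serum medium with 10% FBS. Read-out: luminescence.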
Mito fusion yeast: blocks mitochondrial division or promotes mitochondrial fusion | S. cerevisiae fusion-defective mutant growth rescue, CellTiterGlo 48 h | Potency, µM (titrated, usually from 46.1 µM), inactives show at the highest dose growth rescue (activation), most hits filed as activators | hit rate 0.23% among 320,000 | AID 485298;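 note: potency is the fitted concentration of half-maximal effect; % of control where 0% means no effect; nearly all actives have a fitted effect of over 45% in size; temperature-sensitive fusion mutants such as fzo1-1 at 37 °C on non-fermentable ethanol glycerol medium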
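S. cerevisiae fusion-defective temperature-sensitive mutants (e.g. fzo1-1, mgm1-5) grown 48 h at 37C in YPEG (ethanol/glycerol non-fermentable) medium with 23 nl compound per well; growth rescue read as CellTiterGlo luminescence.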
NPC1 promoter act: NPC1 promoter activation; Huh7 NPC1 promoter luciferase reporter, 24 h; Potency, µM (top dose mostly 9.22 µM), for the others: at the top dose activation, hits mostly activators; hit rate 2.4% among 320,000; AID 485313;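 note: potency is the fitted concentration of half-maximal effect; % of control where 0% means no effect; nearly all actives have a fitted effect of over 60% in size; reporter is driven by a mutant NPC1 promoter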
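Huh7 reporter cells (NPC1 promoter driving luciferase) are dosed with compound for 24 h at 37 °C, 5% CO2; luciferase detection reagent is then added and luminescence measured after 10 min at ambient temperature.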
Menin MLL FP TR: menin-MLL binding inhibition, Texas Red mutant peptide | O00255 | Menin + Texas Red MLL mutant peptide, fluorescence polarization | Potency, µM (titrated, usually from 61.6 µM), for the others: at the highest dose FP activity change, negative = inhibition, hits mostly inhibitors | hit rate 0.23% among 270,000; active = well fitted inhibition curve with a large enough effect in the polarisation, with a control signal flat, not every such curve was filed as active; inconclusive = small, poorly fitted or top-dose-only effect, or effect the other way, or a change in a side signal; inactive = no such curve, though single readings can be large or run the other way; the % refers to the polarisation; note: potency is the fitted concentration of half-maximal effect; % of control where 0% means no effect; many of its hits are not listed in these tables
Target sequence (O00255 whole entry, looked up): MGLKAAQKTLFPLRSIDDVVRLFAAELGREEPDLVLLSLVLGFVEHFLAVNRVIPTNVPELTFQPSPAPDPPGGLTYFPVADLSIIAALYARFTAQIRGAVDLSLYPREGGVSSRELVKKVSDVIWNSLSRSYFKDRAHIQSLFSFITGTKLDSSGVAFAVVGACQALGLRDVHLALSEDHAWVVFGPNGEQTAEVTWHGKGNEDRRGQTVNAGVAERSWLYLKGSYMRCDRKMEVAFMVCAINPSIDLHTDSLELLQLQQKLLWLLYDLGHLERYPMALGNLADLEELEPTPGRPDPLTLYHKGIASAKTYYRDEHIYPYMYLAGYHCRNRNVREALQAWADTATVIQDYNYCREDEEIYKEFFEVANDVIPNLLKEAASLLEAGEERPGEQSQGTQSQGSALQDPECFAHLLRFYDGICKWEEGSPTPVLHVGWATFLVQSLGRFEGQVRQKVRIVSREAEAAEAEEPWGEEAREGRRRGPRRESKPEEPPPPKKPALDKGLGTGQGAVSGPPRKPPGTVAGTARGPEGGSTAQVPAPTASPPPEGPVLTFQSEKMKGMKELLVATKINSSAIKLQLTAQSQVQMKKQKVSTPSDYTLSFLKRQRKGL
PKM2 act: activators of human pyruvate kinase M2; Potency, µM (series often up to 57.5 µM), inactives show at the highest dose activation, most hits filed as activators; purified PKM2, Kinase-Glo ATP luminescence, activation; response scale: 0% is enzyme alone, no compound; hit rate 0.34% among 260,000; P14618; AID 1631; note: potency is the fitted concentration of half-maximal effect; % is set by controls: 0 for no effect and ±100 for the full control effect; nearly all actives have a fitted effect of over 55% in size
Target sequence (P14618 whole entry, looked up): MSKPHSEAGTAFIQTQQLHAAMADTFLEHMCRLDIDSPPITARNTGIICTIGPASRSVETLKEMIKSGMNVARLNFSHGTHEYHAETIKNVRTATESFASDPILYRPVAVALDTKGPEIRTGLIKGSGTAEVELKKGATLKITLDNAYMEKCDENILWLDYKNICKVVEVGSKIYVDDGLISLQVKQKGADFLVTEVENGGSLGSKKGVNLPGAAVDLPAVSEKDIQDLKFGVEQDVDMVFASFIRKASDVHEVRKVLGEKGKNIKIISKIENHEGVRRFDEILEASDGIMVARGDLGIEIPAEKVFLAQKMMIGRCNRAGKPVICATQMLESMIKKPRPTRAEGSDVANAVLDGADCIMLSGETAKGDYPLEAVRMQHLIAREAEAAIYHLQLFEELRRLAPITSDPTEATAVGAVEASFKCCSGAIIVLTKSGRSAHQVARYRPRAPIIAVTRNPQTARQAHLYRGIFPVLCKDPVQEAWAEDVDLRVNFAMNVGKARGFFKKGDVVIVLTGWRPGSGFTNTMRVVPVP
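hPK-M2, >95% pure; 0.1 mM ADP / 0.5 mM PEP final; imidazole pH7.2 buffer w/ 7 mM MgCl2, 50 mM KCl; 1 h RT; Kinase-Glo lum. Intermediate enzyme activity for dual inhibitor/activator qHTS.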
MBNL1 CUG block: MBNL1-poly(CUG) RNA binding inhibition; TR-FRET MBNL1-His/biotin-(CUG)12 binding, 665/545 ratio; Q9NR56; Potency, µM (doses to about 57.5 µM), for the others: at the top dose activity change, negative = inhibition, actives largely listed as inhibitors; AID 2675; hit rate 0.036% among 280,000; active = well fitted inhibition curve with a large enough effect in the signal ratio, with a control signal flat, not every such curve was filed as active; inconclusive = small, poorly fitted or top-dose-only effect, or effect the other way, or a change in a side signal; inactive = no such curve, though single readings can be large or run the other way; the % refers to the signal ratio; note: potency is the fitted concentration of half-maximal effect; % is set by controls: 0 for no effect and ±100 for the full control effect
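MBNL1-His + Biotin-(CUG)12, cpd titration 92 nM–58 uM; Tb anti-His Ab 0.055 ng/ul, SA-XL665 5 nM (final); 60 min RT; ratiometric 665/545 nm, Ex 340 nm; normalized to buffer and full-complex controls.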
* hit, by the source's call; [ ] = remark or other dose. Unless noted, calls come from the whole dose curve; as a rule, active = well fitted curve in the direction sought with a large enough effect; inconclusive = small, poorly fitted or top-dose-only effect, or another doubt; inactive = no such curve, though single readings can be large; an effect the other way counts as inactive or inconclusive. This is a subset (hit frequency here may not be typical).

Screening CCCCc1c(O)nc(SCC(=O)NCC2CCCO2)[nH]c1=O (stereo not given) returned RORgamma inh -14%, KCNH2 3.1 block 13, FLuc modulator 2%, Gal4-VP16 FLuc -7%, ELG1 repair inh -7%, Rab9 prom act 6%, Mito fusion yeast -2%, NPC1 promoter act 2%, Menin MLL FP TR 0%, PKM2 act 3% and MBNL1 CUG block -5%.
Screening Cc1ccc(/C(O)=C2\C(=O)C(=O)N(C)C2c2ccc(F)cc2)cc1 (stereo not given) returned RORgamma inh 6%, KCNH2 3.1 block -2, FLuc modulator 0%, Gal4-VP16 FLuc -2%, ELG1 repair inh 3%, Rab9 prom act 3%, Mito fusion yeast 0%, NPC1 promoter act 0%, Menin MLL FP TR -13%, PKM2 act 3% and MBNL1 CUG block 14%.
`CC(=O)c1c(C)[nH]c(C(=O)COC(=O)CNS(=O)(=O)c2ccccc2)c1C` gave RORgamma inh 1%[10 µM], KCNH2 3.1 block 7, FLuc modulator 0%, Gal4-VP16 FLuc 1%, ELG1 repair inh -11%, Rab9 prom act -6%, Mito fusion yeast -1%, NPC1 promoter act -3%, Menin MLL FP TR -11%, PKM2 act 3% and MBNL1 CUG block 11%.
Screening Nc1nnc(CC(=O)N/N=C/c2cc([N+](=O)[O-])cc(Br)c2O)s1 returned RORgamma inh -6%, KCNH2 3.1 block -31, FLuc modulator -20%, Gal4-VP16 FLuc 2%[10 µM], ELG1 repair inh -3%, Rab9 prom act 0%, Mito fusion yeast 2%, NPC1 promoter act -6%, Menin MLL FP TR inconclusive, PKM2 act 0% and MBNL1 CUG block inconclusive.
For CC1CCN(C(=O)C2CCN(c3nnc(-n4cccc4)s3)CC2)CC1 the results were RORgamma inh -1%, KCNH2 3.1 block 0, FLuc modulator -13%, Gal4-VP16 FLuc -9%, ELG1 repair inh -23%, Rab9 prom act -1%, Mito fusion yeast 4%, NPC1 promoter act 1%, Menin MLL FP TR -25% and MBNL1 CUG block -1%.
Screening COc1cccc(NC(=O)N2CCN(c3ccc(C(F)(F)F)cn3)CC2)c1 returned RORgamma inh 33%, KCNH2 3.1 block -15, FLuc modulator 1%, Gal4-VP16 FLuc -28%, ELG1 repair inh inconclusive, Rab9 prom act -3%, Mito fusion yeast 0%, NPC1 promoter act -5%, Menin MLL FP TR 14%, PKM2 act 2% and MBNL1 CUG block -1%.
COc1cccc(NC(=O)CN(C)C(=O)c2c(C)noc2C)c1 was read as KCNH2 3.1 block 23, FLuc modulator -1%, ELG1 repair inh 8%, Rab9 prom act 8%, Mito fusion yeast 0% and NPC1 promoter act 0%.
For O=C(NC(=S)Nc1ccc2[nH]c(=O)[nH]c2c1)c1cncc(Br)c1 the results were RORgamma inh -5%, KCNH2 3.1 block 35, FLuc modulator 2%, Gal4-VP16 FLuc -17%[10 µM], ELG1 repair inh 13%, Rab9 prom act -6%, Mito fusion yeast 0%, NPC1 promoter act -5%, Menin MLL FP TR -1%, PKM2 act 4% and MBNL1 CUG block -9%.
COC(=O)c1ccc(C(=O)OC)c(NC(=O)CCS(=O)(=O)Cc2ccccc2)c1 was read as RORgamma inh 3%, KCNH2 3.1 block 5, FLuc modulator 0%, Gal4-VP16 FLuc -14%, ELG1 repair inh -10%, Rab9 prom act 8%, Mito fusion yeast -1%, NPC1 promoter act -1%, Menin MLL FP TR -18%, PKM2 act -5% and MBNL1 CUG block 15%.
For COCCOC(=O)C1=C(C)NC(=O)NC1c1cc2c(cc1Br)OCO2 (stereo not given) the results were RORgamma inh -4%, KCNH2 3.1 block 8, FLuc modulator -2%, Gal4-VP16 FLuc 0%, ELG1 repair inh inconclusive, Rab9 prom act 4%, Mito fusion yeast 3%, NPC1 promoter act -4%, Menin MLL FP TR inconclusive and MBNL1 CUG block 0%.
Screening c1ccc(CCN(Cc2ccccc2)Cc2nc(C3CC3)no2)cc1 returned RORgamma inh inconclusive, KCNH2 3.1 block 3, FLuc modulator -3%, Gal4-VP16 FLuc -14%, ELG1 repair inh -6%, Rab9 prom act 5%, Mito fusion yeast 7%, NPC1 promoter act 2%, Menin MLL FP TR -10%, PKM2 act -12% and MBNL1 CUG block -1%.
Screening O=C1N(Cc2cccnc2)C[C@@H]2C[C@@H](c3cccc(OCc4ccccc4)c3)N3CCC[C@@]123 returned RORgamma inh 35%, KCNH2 3.1 block 8, FLuc modulator -1%, Gal4-VP16 FLuc 3%, ELG1 repair inh -21%, Rab9 prom act 1%, Mito fusion yeast 3%, NPC1 promoter act -1%, Menin MLL FP TR -1%, PKM2 act 0% and MBNL1 CUG block 5%.
CCOc1ccc(C)cc1S(=O)(=O)NC1CCCCC1 was read as RORgamma inh -10%, KCNH2 3.1 block -7, FLuc modulator -1%, Gal4-VP16 FLuc -1%, ELG1 repair inh 15%, Rab9 prom act 0%, Mito fusion yeast -2%, NPC1 promoter act -2%, Menin MLL FP TR -21%, PKM2 act -1% and MBNL1 CUG block 2%.
For CN(CCCC(=O)Nc1ccncc1)S(=O)(=O)c1ccc(Cl)cc1 the results were RORgamma inh 25%, KCNH2 3.1 block 5, FLuc modulator 1%, Gal4-VP16 FLuc 16µM*, ELG1 repair inh 2.3µM*, Rab9 prom act -21%, Mito fusion yeast -3%, NPC1 promoter act -8%, Menin MLL FP TR -3%, PKM2 act -11% and MBNL1 CUG block -7%.
For O=C(O)c1ccc(NC(=S)NC(=O)c2ccc(-c3ccccc3)cc2)cc1 the results were RORgamma inh 13%, KCNH2 3.1 block 10, FLuc modulator 6µM*, Gal4-VP16 FLuc 1%, ELG1 repair inh inconclusive, Rab9 prom act inconclusive, Mito fusion yeast inconclusive, NPC1 promoter act 21%, Menin MLL FP TR -4%, PKM2 act inconclusive and MBNL1 CUG block -11%.
COc1ccc(C2CC(c3ccc(Br)cc3)Nc3nc(N)nn32)cc1 (stereo not given) was read as RORgamma inh 23%, KCNH2 3.1 block 8, FLuc modulator -2%, Gal4-VP16 FLuc 2%, ELG1 repair inh 2%, Rab9 prom act 0%, Mito fusion yeast -3%, NPC1 promoter act 14%, Menin MLL FP TR -5%, PKM2 act 0% and MBNL1 CUG block -9%.
`O=C(/C=C/c1ccc(F)cc1)NCCc1ccc2c(c1)OCCO2` gave RORgamma inh inconclusive, KCNH2 3.1 block -1, FLuc modulator -20%, Gal4-VP16 FLuc 7%, ELG1 repair inh -10%, Rab9 prom act -3%, Mito fusion yeast 16%, NPC1 promoter act 3%, Menin MLL FP TR -9%, PKM2 act 1% and MBNL1 CUG block -6%.
O=C1CC(c2ccccc2)Cc2nc(N3CCc4ccccc4C3)ncc21 (stereo not given) was read as RORgamma inh 36%, KCNH2 3.1 block -25, FLuc modulator -6%, Gal4-VP16 FLuc -1%, ELG1 repair inh -12%, Rab9 prom act -3%, Mito fusion yeast 4%, NPC1 promoter act -28%, Menin MLL FP TR -2%, PKM2 act -2% and MBNL1 CUG block 1%.
`COC(=O)c1ccc(CSc2nnnn2Cc2ccccc2)cc1` gave RORgamma inh -16%[0.365 µM], KCNH2 3.1 block -11, FLuc modulator 5%, ELG1 repair inh -15%, Rab9 prom act -9%, Mito fusion yeast 3%, NPC1 promoter act 0%, Menin MLL FP TR 5%, PKM2 act 0% and MBNL1 CUG block 0%.
Screening COc1cc(C(C(=O)NC(C)(C)C)N(C(=O)CNC(=O)c2cccs2)c2cccnc2)cc(OC)c1OC (stereo not given) returned RORgamma inh -28%, KCNH2 3.1 block -3, FLuc modulator 0%, Gal4-VP16 FLuc 5%, ELG1 repair inh 0%, Rab9 prom act 3%, Mito fusion yeast 0%, NPC1 promoter act -2%, Menin MLL FP TR 11%, PKM2 act 0% and MBNL1 CUG block -6%.
Cc1ccc(NC(=O)c2cc(S(=O)(=O)c3ccccc3)ccc2Cl)cc1 was read as RORgamma inh 32%, KCNH2 3.1 block 0, FLuc modulator -15%, Gal4-VP16 FLuc 13%, ELG1 repair inh 10%, Rab9 prom act -4%, Mito fusion yeast 9%, NPC1 promoter act -3%, Menin MLL FP TR -3%, PKM2 act 8% and MBNL1 CUG block 0%.
Screening Cc1c(Cl)cccc1NC(=S)NCc1cccs1 returned RORgamma inh 4.5µM*, KCNH2 3.1 block 13, FLuc modulator 2%, Gal4-VP16 FLuc 7.1µM*, ELG1 repair inh 0%, Rab9 prom act -5%, Mito fusion yeast 6%, NPC1 promoter act -1%, Menin MLL FP TR 5%, PKM2 act -5% and MBNL1 CUG block -6%.
CCN(CC)CCP(=O)(c1ccccc1)c1ccccc1 was read as RORgamma inh -23%, KCNH2 3.1 block -6, FLuc modulator 5%, Gal4-VP16 FLuc -3%, ELG1 repair inh 13%, Rab9 prom act 10%, Mito fusion yeast 0%, NPC1 promoter act 1%, Menin MLL FP TR -6%, PKM2 act -5% and MBNL1 CUG block -2%.
